Mdm2 ligase inh: inhibitors of human Mdm2 E3 ubiquitin ligase. cell-based MDM2 ubiquitination luciferase reporter, 2 h; 0 = plate control, 100 = twice control, blank-subtracted. AID 1230. Q00987. actives 0.11% (n = 210,000). signal enhancement, % at 5 µM;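 active = signal enhancement of 30% or more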;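 note: luminescence tracks abundance of the self-degrading MDM2-luciferase fusion protein; higher signal means inhibition of MDM2 E3 ligase activity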
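Test system: stable mammalian line carrying autodegrading MDM2–luciferase fusion reporter; quantity: 2000 cells in each well; times: 4 h cell settling then 2 h compound exposure, 37 °C; detection: luminescence with SteadyLite reagent, 15 min at room temperature; evaluation: percent signal gain over controls, blank-subtracted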
hK5 inh: blocks human kallikrein 5 protease activity; Q9Y337; recombinant hK5, fluorogenic AMC substrate cleavage; inhibition, % at 5 µM; actives 0.59% (n = 210,000);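 active = inhibition of 40% or more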;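 note: 0% = enzyme controls without compound and 100% = no-enzyme blanks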
Target sequence (Q9Y337 67-293 limits assumed): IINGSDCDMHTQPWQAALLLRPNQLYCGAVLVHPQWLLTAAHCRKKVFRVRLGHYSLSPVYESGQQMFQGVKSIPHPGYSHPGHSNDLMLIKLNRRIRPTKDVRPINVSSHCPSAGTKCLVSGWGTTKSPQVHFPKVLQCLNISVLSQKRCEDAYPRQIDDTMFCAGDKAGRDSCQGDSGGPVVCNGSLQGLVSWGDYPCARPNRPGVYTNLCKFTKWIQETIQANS
Wee1 degr inh: human Wee1 degradation inhibition, primary screen; P30291; HeLa Luc-Wee1K328M stability, luciferase luminescence; 100% = proteasome inhibitor MG132 effect; reporter increase, % at 5 µM; actives 1.2% (n = 220,000); AID 1321;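 active = activation above the mean of all tested compounds plus 3 SD, set per screening run, cut at about 8.8% in these data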;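 note: cells exposed to compound for 20 h before luminescence read; 0% = DMSO alone and 100% = MG132 at 30 µM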
p97 ATPase inh: blocks human p97 ATPase activity. P55072. recombinant p97 ATPase, Kinase-Glo ATP luminescence, 3 h. inhibition, % at 8 µM. actives 0.42% (n = 220,000). AID 1481; in the data active = inhibition above about 15%;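 note: 0% = DMSO vehicle and 100% = wells lacking enzyme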
Rad51 HR inh: Rad51 (human) homologous recombination inhibition; actives 0.085% (n = 200,000); inhibition, % at 10 µM; hRad51 DNA strand exchange, fluorescence dequenching; AID 1385; Q06609;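 active = inhibition above 40% at the single screening dose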;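 note: 0% = DMSO control wells and 100% = blanks with heterologous ssDNA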
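Test system: preformed human Rad51 ssDNA filaments; also added: Donor/quencher-labelled 47-bp dsDNA substrate; doses: 10 µM final, single point; times: 37 °C 15-min filament assembly, 30-min compound preincubation, 15-min exchange; detection: FRET fluorescence dequenching, excitation 485 nm, emission 520 nm; read-out basis: Fluorescence-based percent inhibition, control- and blank-normalised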
14-3-3 Bad inh: disrupts binding of bovine 14-3-3 zeta to phospho-Bad peptide. P63103. TR-FRET 14-3-3zeta/Dy647-pBad peptide displacement, 1 h. inhibition, % at 21.7 µM. actives 0.71% (n = 220,000);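 active = inhibition above about 70%, limit read from the data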;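 note: 0% = full 14-3-3 plus peptide FRET controls and 100% = background without 14-3-3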
Target sequence (P63103 whole entry, looked up): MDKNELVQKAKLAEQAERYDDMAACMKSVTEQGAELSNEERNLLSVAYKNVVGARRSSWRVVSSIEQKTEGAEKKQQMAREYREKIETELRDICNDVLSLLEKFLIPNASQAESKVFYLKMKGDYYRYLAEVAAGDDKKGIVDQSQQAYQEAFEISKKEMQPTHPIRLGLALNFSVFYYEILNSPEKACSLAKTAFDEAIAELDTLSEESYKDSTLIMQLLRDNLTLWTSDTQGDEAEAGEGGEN
FXIa inh 1536: inhibitors of human coagulation factor XIa | P03951 | actives 0.14% (n = 220,000) | purified FXIa, Boc-Glu-Ala-Arg-AMC fluorogenic substrate | AID 798 | inhibition, % at 5 µM;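 active = inhibition of at least 40%; inactive = inhibition below 40%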;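 note: fluorescence of freed AMC excited at 355 nm; 0% = enzyme without compound and 100% = no enzyme blank; many of its hits are not listed in these tables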
Target sequence (P03951 19-387 limits assumed): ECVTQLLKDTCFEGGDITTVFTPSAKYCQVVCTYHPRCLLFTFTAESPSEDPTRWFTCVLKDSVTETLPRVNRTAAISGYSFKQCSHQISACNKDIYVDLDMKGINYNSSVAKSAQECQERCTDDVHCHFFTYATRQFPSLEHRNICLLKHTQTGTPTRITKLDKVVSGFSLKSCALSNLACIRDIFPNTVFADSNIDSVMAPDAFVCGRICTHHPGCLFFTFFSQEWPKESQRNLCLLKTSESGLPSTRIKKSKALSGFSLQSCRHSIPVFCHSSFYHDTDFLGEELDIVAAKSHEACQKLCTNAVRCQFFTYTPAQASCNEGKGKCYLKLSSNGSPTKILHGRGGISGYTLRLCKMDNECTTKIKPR
Target sequence (P03951 388-625 limits assumed): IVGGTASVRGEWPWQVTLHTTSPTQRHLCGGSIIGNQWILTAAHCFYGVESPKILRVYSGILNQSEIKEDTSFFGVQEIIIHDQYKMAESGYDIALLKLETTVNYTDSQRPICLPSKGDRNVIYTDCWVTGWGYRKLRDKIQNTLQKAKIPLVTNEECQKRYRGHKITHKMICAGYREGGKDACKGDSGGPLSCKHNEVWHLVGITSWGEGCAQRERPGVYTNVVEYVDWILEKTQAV
eIF4E 4G PPI: inhibitors of eIF4E and eIF4G interaction in translation initiation; P63073+Q04637; TR-FRET eIF4E-eIF4GI(517-606) binding, 2 h; inhibition, % at 21.7 µM; actives 0.37% (n = 220,000); AID 782;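 active = inhibition above about 30%, limit read from the data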;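 note: 0% = full FRET control wells and 100% = background wells lacking eIF4GI fragment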
FXIIa inh: blocks human coagulation factor XIIa protease activity. inhibition, % at 5 µM. actives 0.3% (n = 220,000). AID 800. purified FXIIa, Boc-QGR-AMC fluorogenic substrate, 2 h. P00748; in the data active = inhibition above about 40%;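 note: 0% = enzyme with no compound and 100% = blank without enzyme; many of its hits are not listed in these tables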
Active calls of the source: *; / = not tested or not shown; [ ] = remark or other dose.

SMILES	Mdm2 ligase inh	hK5 inh	Wee1 degr inh	p97 ATPase inh	Rad51 HR inh	14-3-3 Bad inh	FXIa inh 1536	eIF4E 4G PPI	FXIIa inh
COc1cccc(NC(=O)COc2ccc3c(c2)CCC3)c1	-10	-5	-1	0	8	-6	-11	-2	6
COc1ccccc1N(CC(=O)NC(C)(C)C)C(=O)c1ccc(Cl)nc1	-6	7	0	-6	-3	16	2	0	14
Cc1cc(NC(=O)c2cnn3c(C(F)(F)F)cc(-c4ccccc4)nc23)no1	-22	5	1	0	-3	3	-2	3	-7
O=C(O)C1CCCCC1C(=O)NCCc1ccc(F)cc1 (stereo not drawn)	7	-2	3	6	1	5	-4	2	2
CNC(=O)CSc1nnc(-c2cccc(S(=O)(=O)N3CCOCC3)c2)n1-c1ccc(F)cc1	-17	0	3	2	-9	5	-9	-17	-8
O=S1(=O)C[C@@H](O)[C@@H](Nc2ccccc2)C1	-6	-2	5	1	/	-12	-2	3	6
Cc1oc(C(C)(C)C)cc1C(=O)N1CCCC1C(=O)O (stereo not drawn)	17	-5	4	-8	4	2[fluorescence artefact?]	6	-3[fluorescence artefact?]	17
CC(OC(=O)c1ccccc1NS(=O)(=O)c1cccc(N)c1)C(=O)N(C)Cc1ccccc1 (stereo not drawn)	0	-15	-3	9	7	8	10	-1[fluorescence artefact?]	13
CC(C)N(C(=O)Cn1cc(SCC(=O)NCc2ccco2)c2ccccc21)C(C)C	1	-1	-4	4	5	-14	-2	1	5
CC(C)CC(=O)Nc1nc(=S)ss1	-9	-6	1	1	6	11	5	1	18
N#Cc1nc(/C=C/c2ccccc2)oc1NCCCN1CCOCC1	-8	-52	-3	-3	-7	5	-48	0	-90
CC(=O)N1CN(C2CCS(=O)(=O)C2)Cc2c1sc1c2CCCC1 (stereo not drawn)	-19	-15	1	-1	-1	-1	3	-3	11
CCN(CCO)c1ccc(N=Nc2cc(C)[nH]n2)cc1	-90	2	2	11	-4	-2	1	-4	6
Cc1ccc(SCC(=O)Nc2ccc(N3CCN(c4ccccc4)CC3)c(F)c2)cc1	-3	-17	1	3	-7	1	0	-8	16
O=C(O)/C=C/C(=O)Nc1ccc(OCc2ccccc2)cc1	-4	5	-3	7	12	4	6	0	7
Cc1ccc(NS(=O)(=O)c2cc(C(=O)NCCSc3ccc(C)cc3)ccc2C)cc1	-13	-10	-1	2	-8	-5	17	4	24
O=C(Nc1nc(=O)c2ccccc2s1)c1ccccc1	-25	-4	-1	1	5	-5	-2	0	-5
Cc1cccc2cc(CN(CCN3CCOCC3)C(=O)NCc3ccccc3)c(=O)[nH]c12	8	-4	-2	2	1	-4	0	8[fluorescence artefact?]	-1
O=C(O)c1ccc2c(c1)C(=O)N(CCC1=CCCCC1)C2=O	-18	-21	0	8	0	1[fluorescence artefact?]	-2	-2[fluorescence artefact?]	4
Cc1ccccc1NC(=O)Nc1cc(-c2ccccc2)nn1C	-14	2	2	-7	-7	2	-1	-5	-2

Quoted at random: three compounds from above, in no set order.
SMILES	Mdm2 ligase inh	hK5 inh	Wee1 degr inh	p97 ATPase inh	Rad51 HR inh	14-3-3 Bad inh	FXIa inh 1536	eIF4E 4G PPI	FXIIa inh
COc1cccc(NC(=O)COc2ccc3c(c2)CCC3)c1	-10	-5	-1	0	8	-6	-11	-2	6
Cc1oc(C(C)(C)C)cc1C(=O)N1CCCC1C(=O)O (stereo not drawn)	17	-5	4	-8	4	2[fluorescence artefact?]	6	-3[fluorescence artefact?]	17
N#Cc1nc(/C=C/c2ccccc2)oc1NCCCN1CCOCC1	-8	-52	-3	-3	-7	5	-48	0	-90

More results.
SMILES	Mdm2 ligase inh	hK5 inh	Wee1 degr inh	p97 ATPase inh	Rad51 HR inh	14-3-3 Bad inh	FXIa inh 1536	eIF4E 4G PPI	FXIIa inh
Cc1cccc(C)c1Nc1nnc(SCC(=O)NCc2ccco2)s1	-6	3	-2	1	5	-8	12	-7	21
O=C(COc1ccc(Cl)cc1)NCc1nnc(SCC(=O)Nc2ccc3c(c2)OCCO3)o1	-2	-20	3	1	4	1	-3	-1	9
Cc1ccc(-n2c(CNc3ccc(F)cc3)nnc2SCC(=O)O)cc1	3	-3	-1	3	1	-8	-5	-1	2
CCCNC(=O)c1[nH]c(C)c(C(=O)OCC)c1C	-88	22	-2	-3	15	4[fluorescence artefact?]	7	-2	18
CC(C)=C(NC(=O)c1ccccc1)C(=O)Nc1cccc(C(=O)O)c1	0	-3	-1	7	1	-1	-5	-5	9
COc1ccc(C(c2c(O)nc[nH]c2=O)c2c(O)nc[nH]c2=O)cc1	/	-1	-1	2	25	-6	-1	-4	10
CNC(=S)N/N=C/c1c(C)nn(-c2cccc(Cl)c2)c1Cl	-13	-9	-4	-2	-5	-7[fluorescence artefact?]	3	-1	5
CSc1ncccc1C(=O)OCC(=O)c1cc(C)n(CC2CCCO2)c1C (stereo not drawn)	-40	1	5	-6	-8	-11	12	-6	7
Cn1c2c(c(=O)n(C)c1=O)C(c1cc3c(cc1Br)OCO3)CC(=O)N2 (stereo not drawn)	-10	0	-2	0	/	-1	-1	-3	7
COc1ccc(S(=O)(=O)CCC(=O)NCCc2ccc(S(N)(=O)=O)cc2)cc1	-18	9	4	3	-1	1	-9	1	0
COc1ccc(NC(=O)c2ccccc2F)cc1Cl	-19	-21	2	-4	-5	52	-7	-2	-11
S=C(Nc1ccc2nccnc2c1)N1CCCC1	-4	-2	1	2	2	-4	-5	2	7
CCOC(=O)N1CCN(CC(O)COCc2ccc(Cl)cc2)CC1 (stereo not drawn)	-33	-9	-3	-2	-4	17	4	4	13
CCc1cccc(NC(=O)Cn2c3[n+](c4ccc(C(F)(F)F)cc42)CCCCC3)c1	-9	-7	5	-4	/	32	6	-3	11
S=C(NCCN1CCCCC1)Nc1ccccc1	4	-3	-3	4	0	-10	-4	2	4
Cc1occc1-c1nnc(SCC(=O)NC(C)(C)C)n1C(C)c1ccccc1 (stereo not drawn)	-27	-21	0	3	-2	-6	-4	0[fluorescence artefact?]	12
Cc1cc(C)n(CCNCc2c(C(=O)N3C[C@@H](C)O[C@@H](C)C3)nc3ccc(Cl)cn23)n1	5	1	-4	2	-4	-12	-2	-3	6
N#Cc1cccc(S(=O)(=O)NCC(=O)OCC(=O)c2ccc[nH]2)c1	-6	-9	0	3	7	-18	-14	0	3
Cc1cc(O)c(C(C)C)cc1NC(=O)Cn1nc(C)c2ccccc2c1=O	-13	0	-4	1	0	-4	-3	-9	8
CN(C)c1ccc(C(=S)N2CCCCCC2)cc1	-13	3	1	1	-11	-12	-1	-16	7
CC(C)=C1SC(N2CCN(c3ccc(Cl)cc3)CC2)=NC1=O	-14	0	6	1	18	-15	-1	1	4
COc1ccc(CN2C(=O)C(C)S/C2=N/N=C/c2ccco2)cc1 (stereo not drawn)	-9	3	5	2	-20	-3	2	-1	7
Cc1cc(C)c(S(=O)(=O)N2CCCC2=O)c(C)c1	11	-3	-2	0	-48	-1	-3	3	9
CCOc1ccccc1C(=O)N(C)Cc1cc2cc(OC)ccc2[nH]c1=O	-6	2	-1	0	-4	10[fluorescence artefact?]	0	-4	20
COc1cc(/C=C2\CCc3c2nc2ccccc2c3C(=O)O)cc(OC)c1OC	-34	-13	-1	2	6	45	-3	28	6
CSc1nsc(SC)c1C(=O)NC(=O)Nc1cccnc1	-3	-4	-2	-9	4	3	-2	1	4
O=[N+]([O-])c1ccc(NCCCNS(=O)(=O)c2ccccc2)c(Cl)c1	-16	2	-1	-7	-5	23[fluorescence artefact?]	14	7	15
O=S(=O)(c1cccc(F)c1)N1CCN(C(=S)NCc2ccccc2)CC1	-2	0	2	2	2	-15	-1	-1	6
Cn1c(SCC(=O)NCC2CCCO2)nnc1-c1c[nH]c2ccccc12 (stereo not drawn)	-32	1	-2	6	-4	11	5	2	21
Cc1ccc(OCC(=O)N/N=C/c2cn(C)c3ccccc23)cc1	-2	6	9.2*	-1	/	0	6	-3	10
CC(C)Cn1c(SCC(=O)N2CCCc3ccccc32)nc2ccccc2c1=O	/	2	-2	-3	14	3	2	-1	9
CCOC(=O)C/C(C)=N\Nc1ccc([N+](=O)[O-])cc1[N+](=O)[O-]	-14	-11	-2	-5	0	6	-2	3	1
CC(C(=O)O)N1CCCCC1 (stereo not drawn)	-16	-1	2	1	18	7	0	5	7
O=C(NCCN1CCOCC1)c1ccc2c(c1)N(Cc1cccc(F)c1)C(=O)c1ccccc1S2	-5	-7	0	-5	-1	68	7	0	8
O=C(CSc1ccsc1[N+](=O)[O-])N1CCN(c2ccccn2)CC1	-16	2	0	18*	4	2	0	0	8
COC(=O)c1c(C)[nH]c(C=O)c1-c1ccccc1	0	-2	-1	1	11	-5	-6	4	2
CCS(=O)(=O)N1CCC(C(=O)NCc2ccc3c(c2)OCO3)CC1	-10	-1	-1	6	19	-20	4	-3	11
O=C1CN(c2nc(-c3cccs3)nc3sc4c(c23)CCCC4)CCN1	-9	3	1	-2	0	-5	-4	-8	/
O=C(CCN1C(=O)c2ccccc2C1=O)N1CCN(Cc2ccccc2)CC1	/	4	3	-2	-2	-8	9	7	15
COc1ccc2[nH]c(C)c(CCN3C(=O)C4CC=CCC4C3=O)c2c1 (stereo not drawn)	0	0	1	4	-4	4	4	-3	11

Molecules listed so far that have a cyano group, in the order listed:
SMILES	Mdm2 ligase inh	hK5 inh	Wee1 degr inh	p97 ATPase inh	Rad51 HR inh	14-3-3 Bad inh	FXIa inh 1536	eIF4E 4G PPI	FXIIa inh
N#Cc1nc(/C=C/c2ccccc2)oc1NCCCN1CCOCC1	-8	-52	-3	-3	-7	5	-48	0	-90
N#Cc1cccc(S(=O)(=O)NCC(=O)OCC(=O)c2ccc[nH]2)c1	-6	-9	0	3	7	-18	-14	0	3

(listing goes on)
SMILES	Mdm2 ligase inh	hK5 inh	Wee1 degr inh	p97 ATPase inh	Rad51 HR inh	14-3-3 Bad inh	FXIa inh 1536	eIF4E 4G PPI	FXIIa inh
O=C(Cc1ccccc1)Nc1cccc(NC(=O)c2cccs2)c1	-7	-5	0	9	9	-8	-4	1	1
COc1ccc(C(=O)NNC(=O)C2CCCO2)cc1 (stereo not drawn)	/	-4	6	5	25	-5	-5	-3	-1
COc1ccc(-c2noc(CN3CCCC(OCc4ccccn4)C3)n2)cc1 (stereo not drawn)	-9	-2	1	-5	-4	-4	1	-4	3
O=C(O)CCC1OC(=O)C(O)=C1c1ccccc1 (stereo not drawn)	-16	-2	/	/	-7	-2	-2	-16	8
Cc1nnc(NC(=O)c2c(-c3ccccc3Cl)noc2C)s1	-1	4	2	0	-3	-8	1	0	12
CCCc1nc(SCC(=O)N2CCCc3ccccc32)c2c(=O)n(C)c(=O)n(C)c2n1	-4	0	-1	-2	-1	0	-5	-2	7
COc1cccc(-c2noc(C3CCCN(C(=O)CC(C)(C)C)C3)n2)c1 (stereo not drawn)	-12	-10	-1	-9	-9	17	-5	1	5
CC(C)(C)NC(=S)N/N=C/c1c(Cl)cccc1Cl	-11	-4	2	7	17	-6	1	0	3
CC(=O)Nc1ccc(S(=O)(=O)Nc2cccc(-c3csc(C)n3)c2)cc1	/	/	0	-2	/	-8	-1	0	2
O=C(O)CCCCCCC1C(=O)NC(=O)N1CCC(O)C1CCCCC1 (stereo not drawn)	/	-6	0	4	2	-7	6	-4	5
CC(C)(C)NC(=O)Cn1nnc(-c2cccs2)n1	-18	-29	-4	0	-18	-5	-10	9	6

Screens deposited in PubChem by several laboratories.
